Source: PubChem BioAssay (several laboratories)
SUMO Mot1 rescue – SUMOylation pathway inhibition by Mot1-301 growth rescue | growth rescue, % at 18.8 µM | AID 2716 | S. cerevisiae Mot1-301 growth rescue, ATP luminescence, 38.5C; percent above DMSO median, 100 means doubled | actives 1% (n = 320,000);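 active = every valid replicate shows activation above 250% relative to neutral control wells; inactive = the rest, any valid replicate at or below 250%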;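 also: OY570 slx delta 5 strain wells were the positive control but not used for scaling; some compounds called inactive have numbers as strong as hits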
CDK5 inh – blocks human CDK5/p35 kinase activity | Q00535+Q15078 | Recombinant CDK5/p35, ADP-Glo luminescence, 60 min | inhibition, % at 10 µM | actives 0.01% (n = 330,000) | AID 488839;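 active = highest replicate inhibition of at least 50% and at least 75% of replicates reaching 50%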;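 also: plate controls were DMSO neutral control for no effect and GW8510 at 10 µM for full effect; many of its hits are not listed in these tables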
dFosB activator – enhances mouse delta FosB homodimer DNA binding. P13346. purified delta FosB, TAMRA-CDK5 oligo fluorescence polarization; percent of positive-control signal above neutral wells. activation, % at 25 µM. actives 0.99% (n = 340,000). AID 493131;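 active = mean activation above about 17%, with every replicate also reaching it, limit read from the data, passing the limit was not always enough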;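 also: fluorescence polarization rise as delta FosB binds a TAMRA Cdk5 AP-1 oligo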
Target sequence (P13346 whole entry, looked up): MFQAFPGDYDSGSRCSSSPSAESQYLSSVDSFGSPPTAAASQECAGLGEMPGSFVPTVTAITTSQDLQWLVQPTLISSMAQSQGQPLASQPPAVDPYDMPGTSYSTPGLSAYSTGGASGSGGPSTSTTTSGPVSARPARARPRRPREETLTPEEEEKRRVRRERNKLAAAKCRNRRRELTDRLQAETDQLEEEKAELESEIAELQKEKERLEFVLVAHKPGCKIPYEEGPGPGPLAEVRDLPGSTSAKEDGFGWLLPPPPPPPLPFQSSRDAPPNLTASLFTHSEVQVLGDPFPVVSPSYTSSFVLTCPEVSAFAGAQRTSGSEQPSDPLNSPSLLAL
cardiac RTF act – cardiac RTF calcium sensitization; P19429+P45379; IANBD-labeled TnC RTF fluorescence at EC20 calcium; 0% EC20 calcium, 100% full calcium; activation, % at 7.2 µM; actives 0.24% (n = 340,000);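 active = activation above the mean over all tested compounds plus 3 SD, cut at about 30% in these data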;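 also: rise in fluorescence read as greater calcium sensitivity of cardiac thin filaments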
C-LANA FP – KSHV C-LANA DNA binding inhibition; MBP-C-LANA/FAM-LBS DNA binding, fluorescence polarization; inhibition, % at 9 µM; actives 0.078% (n = 340,000);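 active = highest replicate inhibition at or above 60% at 9 µM, even if other replicates fall short; inactive = all replicates below 60% inhibition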;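 also: 0% = neutral control wells and 100% = 4 µM acridine orange control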
NSD2 HMT inh – inhibitors of human histone methyltransferase NSD2 | O96028 | NSD2 peptide methylation, AlphaScreen, 120 min | inhibition, % at 12.5 µM | actives 0.54% (n = 310,000); in the data active = inhibition above about 50%
PvdQ acylase – blocks Pseudomonas aeruginosa PvdQ acylase activity; inhibition, % at 10 µM; actives 0.063% (n = 340,000); purified PvdQ acylase, fluorescence plate reader; AID 488965; in the data active = inhibition above about 30%, passing the limit was not always enough;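 also: 0% = vehicle neutral wells and 100% = reference inhibitor wells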
Keap1-Nrf2 PPI – inhibitors of human Keap1-Nrf2 protein-protein interaction. inhibition, % at 9.4 µM. AID 504523. actives 0.15% (n = 340,000). Keap1 Kelch-Nrf2 peptide fluorescence polarization, 1536-well. Q14145; in the data active = inhibition above about 12%;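 also: human Keap1 Kelch domain with fluorescein labeled Nrf2 9mer peptide probe; 0% = neutral control wells and 100% = peptide positive control; higher means more block of Keap1 binding to Nrf2 peptide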
PfHsp90 set2 – reduces growth (ATP signal) of yeast expressing P. falciparum Hsp90; actives 0.32% (n = 310,000); inhibition, % at 9.4 µM; S. cerevisiae expressing PfHsp90, BacTiter-Glo ATP, 48 h; yeast lacking PDR1 and PDR3 efflux regulators;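 active = every replicate shows inhibition above about 80%, whatever the replicate mean, limit read from the data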;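 also: 0% = DMSO neutral controls and 100% = 20 µM radicicol positive controls; yeast relying on Plasmodium falciparum Hsp90 in place of its own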
Rtt109 HAT inh – C. albicans Rtt109 histone acetyltransferase inhibition. actives 0.16% (n = 330,000). AID 540336. inhibition, % at 34.9 µM. purified Rtt109/Vps75, ThioGlo CoA-SH fluorescence, 4 h. Q5AAJ8;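 active = inhibition of at least 50% in every replicate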
Target sequence (Q5AAJ8 whole entry, looked up): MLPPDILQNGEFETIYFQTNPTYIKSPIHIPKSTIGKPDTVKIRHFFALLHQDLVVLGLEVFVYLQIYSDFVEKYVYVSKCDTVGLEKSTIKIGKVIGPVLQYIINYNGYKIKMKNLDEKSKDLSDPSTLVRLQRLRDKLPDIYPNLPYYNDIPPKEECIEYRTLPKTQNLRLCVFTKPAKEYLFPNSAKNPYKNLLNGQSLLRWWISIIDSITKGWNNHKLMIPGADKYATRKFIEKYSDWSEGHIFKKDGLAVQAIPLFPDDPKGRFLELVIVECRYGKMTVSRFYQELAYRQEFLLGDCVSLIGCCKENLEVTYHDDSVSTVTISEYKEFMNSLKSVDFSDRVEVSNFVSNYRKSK
RTF Ca sens inh – cardiac RTF calcium desensitization. inhibition, % at 7.15 µM. P19429+P45379. AID 493244. actives 0.12% (n = 340,000). IANBD-labeled cardiac RTF, Ca2+ fluorescence;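 active = inhibition above the mean inhibition of all tested compounds plus 3 SD, cut at about 17% in these data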;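 also: assay run at fixed EC70 calcium of 1.6 mM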
Active calls of the source: *; . = not tested or not shown.

SMILES	SUMO Mot1 rescue	CDK5 inh	dFosB activator	cardiac RTF act	C-LANA FP	NSD2 HMT inh	PvdQ acylase	Keap1-Nrf2 PPI	PfHsp90 set2	Rtt109 HAT inh	RTF Ca sens inh
C/C(=N\NC(=O)CN1CCN(S(=O)(=O)c2ccc(C)cc2)CC1)c1ccncc1	45.2	-1.5	-5.1	1.1	-1.1	.	-15.7	-2.3	-43.1	-10.1	7.1
CCCc1nc(NCc2ccncc2)c2nnn(Cc3ccccc3F)c2n1	-8.5	-1.6	-2.5	-0.3	-0.2	.	-12.9	1.0	5.9	-11.8	-23.3
Cc1ccc2c(C)c(C(=O)N3CCN(Cc4ccc5c(c4)OCO5)CC3)oc2c1C	23.7	0.0	-12.4	-8.7	1.4	4.2	-9.2	-2.5	8.3	4.4	-3.9
CS(=O)(=O)c1ccc(C(=O)N(CCc2ccccc2)Cc2ccccc2)cc1	6.2	0.0	-10.2	2.6	-0.9	0.1	-7.3	-4.1	0.2	1.5	2.6
COCCN(Cc1ccccc1)C(=O)C1CCN(S(=O)(=O)c2ccc3c(c2)OCCO3)CC1	44.9	-1.5	-4.9	-1.2	0.6	0.2	-21.4	0.0	-7.2	-1.6	2.4
O=C(COC(=O)C1=COCCO1)NC1CCCCC1	35.5	1.0	1.7	0.5	-0.9	-0.1	1.5	-2.6	-7.3	2.4	6.9
O=C1CC2(CCN(C(=O)C3CC(=O)N(c4ccccc4)C3)CC2)Oc2ccccc21 (centres undefined)	153.2	-0.3	0.3	-5.6	0.6	-1.2	6.7	3.7	2.8	7.8	1.2
O=C(NCCC1=CCCCC1)c1cc2ccccc2oc1=O	-6.5	0.0	0.9	11.7	1.1	0.5	-11.7	-0.1	0.5	2.0	-16.2
CSc1ccc(CN2CCCN(C)CC2)cc1	53.3	0.3	-6.7	1.7	-0.6	2.4	-7.1	-6.2	19.2	0.1	-7.0
CCc1nn(CC(=O)Nc2cc(C)ccc2C)c(=N)s1	-33.7	-0.7	-6.5	1.2	-0.5	2.6	-15.9	-5.8	.	-0.5	-6.6
CCn1c(CNC(=O)c2ccccc2F)cc2ccccc21	-20.9	0.2	-0.2	1.1	-3.2	-0.5	-13.8	1.7	-1.2	-0.8	-0.5
O=C(CCl)N1CCN2C(=O)c3ccccc3C12c1ccc(Cl)cc1 (centres undefined)	196.1	1.7	-0.8	-2.7	-0.6	26.7	-9.7	-8.1	2.0	0.6	-6.6
CCc1nnc(NC(=O)CCN(c2cc(C)cc(C)c2)S(=O)(=O)c2ccc(Cl)cc2)s1	-1.6	-1.7	-5.7	7.0	-2.3	-4.1	8.0	3.1	2.9	20.0	-1.1
COC(=O)c1c(NC(=O)CCC(=O)O)sc2c1CCCCC2	-11.5	-0.2	7.2	0.9	0.5	0.0	-12.7	2.9	-4.3	5.8	-5.2
COc1ccc(-n2ncc3c(=O)n(CC(=O)N4CCCc5ccccc54)cnc32)cc1	9.8	1.4	-1.7	-0.3	-1.0	9.9	-8.2	0.5	.	-2.2	-0.6
CCN(CC)CCNC(=O)/C(=C/c1cn(C)c2ccccc12)NC(=O)c1ccc(OC)c(OC)c1	-13.1	0.0	-7.2	8.8	-7.6	24.0	-21.7	0.6	-5.5	1.3	-2.7
Clc1ccc(C2[C@H]3CN(CC4CCCCC4)[C@H](c4ccccc4)C34CC2(c2ccccc2)C4)cn1 (some centres undefined)	23.7	-0.7	-4.9	3.9	1.6	.	-6.6	-4.6	-28.0	0.5	-9.3
CCN(CC(=O)Nc1ccc(NC(C)=O)cc1)C(=O)/C=C/c1c(C)nn(-c2ccc(F)cc2)c1C	11.9	0.0	-6.7	-1.6	-0.1	-1.5	2.0	-1.5	8.3	3.8	-0.9
CCCS(=O)(=O)N1CCC(C(=O)NCc2cccnc2)CC1	-8.9	0.0	-1.9	0.1	0.3	-1.6	-4.3	-7.8	-8.2	3.5	-7.1
COc1nc(N)c(S(=O)(=O)c2ccc(C)cc2)cc1C#N	2.9	0.4	-14.5	4.0	-1.2	20.6	-3.0	-2.8	-10.6	-0.4	-12.6
Cc1nnc(SCC(=O)N(C(C)C)C(C)C)[nH]c1=O	0.8	0.1	3.4	3.7	-4.0	.	-4.0	-1.0	-9.6	1.4	-4.4
Cc1sc(NC(=O)CSc2nnnn2C2CCCCC2)c(C#N)c1C	-5.2	1.2	0.7	-1.8	-2.9	-0.2	3.4	1.4	1.5	6.1	-2.6
CN(c1ccccc1C(=O)NCc1ccccc1Cl)S(=O)(=O)c1ccccc1	6.7	1.7	-3.4	-2.0	0.1	-0.7	-20.9	-1.8	6.8	9.6	3.3
Cc1ccc(OCC(=O)NCCCNC(=O)c2ccccn2)cc1C	-4.8	-1.2	-2.6	6.2	-0.6	-1.5	-10.6	-9.9	1.4	6.8	1.8
COc1ccccc1C(CCNCc1ccccc1)c1ccc(OC(C)C)cc1 (centres undefined)	-24.8	1.3	-1.1	-2.9	-3.0	-0.4	2.5	-6.0	0.0	2.9	-2.4
NC(=S)N/N=C/c1cc([N+](=O)[O-])ccc1OCCOc1ccccc1	0.1	-0.4	-1.7	-4.6	-1.5	.	-7.8	1.3	-33.2	-6.6	-6.2
CC1CCCC(C)N1/N=C/c1cccc(Br)c1 (centres undefined)	253.4	1.8	-4.3	-1.8	0.2	-0.9	-9.4	-3.2	-3.1	-3.0	-3.1
O=C(C1CCC(=O)N1Cc1cccs1)N1CCOCC1 (centres undefined)	6.0	-1.3	-8.5	3.4	-2.4	0.8	-5.7	-7.9	-3.2	-2.2	-1.0
COc1ccc(N=Cc2ccc(N(CCC#N)CCC#N)cc2)cc1	.	1.1	-4.8	2.1	-1.3	-3.0	-4.1	-0.6	9.0	9.5	0.0
CC(C)C(NC(=O)CN(c1cccc(F)c1)S(C)(=O)=O)C(C)C	223.7	0.6	-4.9	-3.5	2.5	.	-0.1	-5.0	-32.5	4.6	-1.9
COc1ccc(S(=O)(=O)N2CCOC23CCN(S(=O)(=O)c2cc(C)ccc2C)CC3)cc1	-2.1	-1.1	3.8	2.6	-0.2	1.5	-17.6	0.4	1.0	6.6	-14.8
CN1CCN(c2ccc(CNS(=O)(=O)c3ccc(Cl)cc3)cc2)CC1	-3.5	1.4	-3.6	-6.1	-0.5	-0.3	-2.8	-3.2	-6.2	9.7	-9.9
Cc1ccccc1[C@@H]1C(C#N)=C(N)S[C@H]1C(=O)c1ccccc1	98.5	-1.4	1.4	1.3	-0.1	1.3	-4.7	-0.2	.	15.6	-2.3
CC1CCCCC1n1c(=S)[nH]c2ccccc2c1=O (centres undefined)	25.3	-2.2	0.0	3.9	-2.7	-6.1	-15.6	0.5	.	4.9	-4.2
COc1ccc(/C=C/C(=O)Nc2ccc(NC(C)=O)cc2)cc1S(=O)(=O)N1CCOCC1	9.0	1.8	-7.8	-1.5	0.0	-0.5	-8.8	-4.7	-14.0	2.0	3.2
COc1ccc2sc(-c3ccccc3OC)c(C#CC(C)(C)O)c2c1	1.3	-0.3	5.2	2.6	69.7*	.	-6.6	-1.4	-28.2	5.0	-9.2
O=c1c(-c2ccccc2)c[nH]n1-c1cccc([N+](=O)[O-])c1	26.8	1.4	1.3	-4.3	0.1	7.1	-3.7	1.5	-28.6	0.4	1.2
COc1cc(-c2ccccc2)[nH]c(=S)n1	-9.4	1.6	1.2	-6.8	3.3	.	-10.2	-3.2	.	-3.7	-2.1
O=C(NC(=S)Nc1cccc2ncccc12)c1ccccc1	17.6	1.9	-16.1	-4.2	-0.6	-1.5	2.6	-0.8	16.6	4.3	12.2
COc1ccc(-c2c(C#Cc3ccsc3)c3cc(-c4cccc5[nH]ccc45)ccc3n2C)cc1	-8.8	-2.7	0.1	-3.4	-0.9	.	-7.5	0.4	-24.2	-6.4	-2.5
CSc1ccccc1NC(=O)Nc1cccc(Cl)c1	.	-0.4	-4.9	-4.0	1.6	2.5	21.5	0.8	12.1	-4.8	-5.2
